CCT modulator: cytosolic chaperonin activity modulation | purified chaperonin ATPase assay, HTRF ADP detection, 30 min | activity change, % (test concentration not listed), hits read low | 0.3% of 360,000 active | AID 651819; in the data active = activity change below about -30%; also: % is scaled to controls: 0 for no effect and ±100 for the full control effect
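Enzyme 40 or 20 nM (batch-dependent) in Tris pH 7.4/KCl/MgCl2/DTT; cpd 76 uM single point; ATP 10 uM; 30 min 37 °C; Transcreener ADP HTRF detection, 30 min RT; ratio 665/615.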
Akt phos inh: blocks phosphorylation of Akt. Neuro2A IGF-stimulated pAkt S473 HTRF, 20 min; stronger effect = lower value. activity change, % for hits at 50 µM. 0.32% of 360,000 active; in the data active = activity change below about -80%; inconclusive = mostly about -51% to -80%; also: % is scaled to controls: 0 for no effect and ±100 for the full control effect
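Single-point screen (50 µM final compound) in Neuro2A cells stimulated 20 min with 6 nM IGF at 37 deg C. After lysis, Ser473-phosphorylated Akt read by HTRF (ex 330 nm, em 615/665 nm) as the 665/615 ratio.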
HepG2 viability: counter-screen for TGF-b inhibitors: cytotoxicity in HepG2 cells; HepG2 CAGA-GFP viability, ATP luminescence, 18 h; Potency, µM (titrated, usually from 46.1 µM), inactives show at the top dose activity change, negative = cytotoxicity, most hits filed as cytotoxic; 0.76% of 410,000 active; also: potency is read from the fitted curve at half-maximal effect; some results filed as inactive show a strong effect at the top dose
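CellTiter-Glo luminescence gave cytotoxicity after 18 hours at 37 degrees C. The cells were HepG2 CAGA-GFP in 1% FBS DMEM, stimulated with 500 pg/mL TGF-beta after compound addition. %Activity was normalised to no-cell wells (complete cell-killing) and DMSO (no toxicity), and curves were fitted and classified.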
Nrf2 inh: inhibitors of Nrf2 signaling. 2.1% of 360,000 active. A549 ARE-Fluc reporter, luciferase luminescence, 18-24 h. Potency, µM (series often up to 46 µM), inactives show top-dose activity change, negative = inhibition, actives largely listed as inhibitors; also: potency is read from the fitted curve at half-maximal effect; % is scaled to controls: 0 for no effect and ±100 for the full control effect; nearly all actives have a fitted effect of over 60% in size
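Quantitative HTS in A549 cells stably bearing an antioxidant response element-firefly luciferase construct. Inhibition of Nrf2-driven transcription was scored by luminescence after 18-24 h of compound exposure at 37 °C.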
Mm-Cpn inhibitor: M. maripaludis TRiC chaperonin inhibition | purified Mm-Cpn ATPase, ADP Transcreener TR-FRET | Potency, µM (titrated, usually from 76.9 µM), for the others: top-dose activity, negative = inhibition, usual class: inhibitors | 0.031% of 330,000 active; also: potency is read from the fitted curve at half-maximal effect; % is scaled to controls: 0 for no effect and ±100 for the full control effect; nearly all actives have a fitted effect of over 80% in size
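ATPase read-out: TR-FRET ADP immunoassay (anti-ADP Eu cryptate vs ADP-d2), ex 320 nm, em 590/665 nm; signal drops as ADP forms. Enzyme 25 nM, ATP 10 uM, 30 min at 37°C after 10 min compound preincubation.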
Nrf2 ARE act: Nrf2 pathway activation; 0.31% of 410,000 active; Potency, µM (titrated, usually from 46.1 µM), inactives show at the top dose activation, most hits filed as activators; AREc32 ARE-luciferase reporter (MCF7-derived line), luminescence, 24 h; AID 624171; also: potency is read from the fitted curve at half-maximal effect; % of control where 0% means no effect; nearly all actives have a fitted effect of over 65% in size
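Cells of the AREc32 ARE-luciferase line are plated in OPTI-MEM containing 5% FBS and left overnight at 37 deg C. Compounds are pinned in, incubation continues 24 hr, and firefly luciferase signal is then measured.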
ATXN viability: reduces viability in counter-screen for ATXN expression inhibitors. S2 cells (HEK-293 line with an ATXN2-luciferase reporter) viability, CellTiter-Fluor protease fluorescence, 24 h. Potency, µM (doses to about 56.7 µM), most hits filed as cytotoxic. 0.49% of 400,000 active. AID 651635; also: potency is read from the fitted curve at half-maximal effect; nearly all actives have a fitted effect of over 40% in size
A549 tox: A549 cytotoxicity, counter-screen for Nrf2 inhibitors. AID 504648. A549 ARE-Fluc cells, CellTiter-Fluor viability, 18-24 h. Potency, µM (doses to about 46 µM), inactives show at the highest dose activity change, negative = cytotoxicity, most hits filed as inhibitors. 0.16% of 390,000 active; also: potency is read from the fitted curve at half-maximal effect; % is scaled to controls: 0 for no effect and ±100 for the full control effect
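A549 ARE-Fluc cells in 5% FBS OPTI-MEM, 5000 cells/well, rested 2 h then exposed to compounds in concentration-response for 18-24 h at 37 °C. Viability by CellTiter-Fluor fluorescence (Ex 405/Em 525) after 30 min; luciferase luminescence (BugLite, 15 min, RT) read afterwards.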
TGFb inhibitor: TGF-b pathway inhibition. HepG2 CAGA-GFP TGF-b/SMAD3 reporter, GFP fluorescence, 18 h; TGF-beta stimulated, 500 pg/mL final. 1.2% of 410,000 active. Potency, µM (titrated, usually from 46.1 µM), without a hit: at the top dose activity, negative = inhibition, most hits filed as inhibitors; also: potency is read from the fitted curve at half-maximal effect; % is scaled to controls: 0 for no effect and ±100 for the full control effect; nearly all actives have a fitted effect of over 65% in size
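Smad-responsive CAGA-GFP expression was quantified in HEPG2 cells exposed to compounds and 500 pg/mL final TGF-beta for 18 h at 37 degrees C; unstimulated wells defined full inhibition.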
Numbers without * were called inactive; i = inactive; ? = inconclusive; / = no result given; [ ] = dose if it differs, or a comment. Unless noted, calls follow the shape of the dose curve; as a rule, active = well fitted curve in the direction sought with a large enough effect; inconclusive = small, poorly fitted or top-dose-only effect, or another doubt; inactive = no such curve, though single readings can be large; an effect the other way counts as inactive or inconclusive. Hits appear at their usual frequency. About 4.4% of those tested had a hit in this group.

Every second line gives: CCT modulator	Akt phos inh	HepG2 viability	Nrf2 inh	Mm-Cpn inhibitor	Nrf2 ARE act	ATXN viability	A549 tox	TGFb inhibitor
- CC(=O)Nc1ccc(Nc2cc(C)nc3c(-c4ccccc4)cnn23)cc1
  -0.3	i	-1.9%	?	0.3%	3.6%	i	0.6%	0.0%
- O=C(Cc1ccc(Cl)cc1)Nc1ccncc1
  -5.0	i	-1.5%	5.8µM*	1.1%	2.4%	i	-10.8%	-9.5%
- COC(=O)C(Cc1ccccc1)NC(=O)CNC(=O)c1ccc(Br)o1 (configuration not stated)
  -5.5	i	-51.1%	11.7%	-0.1%	-0.8%	i	2.7%	6.9%
- C=CCn1c(SCc2nc3ccccc3c(=O)[nH]2)nc2scc(C3CC3)c2c1=O
  -0.9	i	-30.6%	?	-3.2%	6.1%	i	-17.5%	?
- CCc1nc2c(OCCOC)cccn2c1N(C)C(=O)Nc1ccccc1OC
  0.3	i	-3.0%	/	/	0.3%	i	/	22.2%
- Nc1nc2ccccc2n1C(=O)c1ccccc1
  1.6	i	-57.6%	0.0%	-17.3%	13.9%	?	-0.9%	0.1%
- Cc1ccccc1-c1ncc(CN2CCC(CO)(CCCc3ccccc3)CC2)cn1
  2.4	i	-31.2%	?	3.7%	3.9%	i	-11.5%	?
- COCc1cc(CN2CCN(C)CC2)c(O)c2ncccc12
  -0.9	i	-1.3%	-2.7%	-1.6%	0.4%	?	-28.8%	0.0%
- CC1CN(C(=O)c2scc3c2OCCO3)CC(C)O1 (configuration not stated)
  -2.1	i	1.4%	16.5%	0.5%	-0.1%	i	3.9%	-3.3%
- CCNC(=O)CC1C(=O)N(c2cccc(C)c2)C(=O)N1CCC(C)C (configuration not stated)
  -2.0	i	-2.1%	-2.6%	1.6%	0.2%	i	3.8%	-24.5%
- Cn1c(=O)c2c(ncn2CC(=O)OCC(=O)Nc2cccc(C#N)c2)n(C)c1=O
  0.7	i	-20.5%	/	/	-0.6%	i	/	-4.5%
- Cc1ccccc1OCc1nnc(SCc2cc(=O)[nH]c3ccccc23)n1-c1ccccc1
  -0.4	i	-13.7%	?	0.0%	3.8%	i	?	?
- CCCc1nc2ccccc2n2c(-c3ccc(C)cc3)c3c(=O)n(C)c(=O)n(C)c3c12
  /	/	-3.1%	-12.3%	/	0.2%	i	0.1%	-7.6%
- O=C(NCc1ccc(F)cc1)C1CCCN1S(=O)(=O)c1ccc(F)cc1 (configuration not stated)
  -0.2	i	-4.6%	/	/	-0.6%	i	/	-3.4%
- NC(=O)C1CCN(c2nc(C3CC3)nc3c2nnn3Cc2ccccc2Cl)CC1
  1.5	i	-15.2%	?	1.4%	-0.5%	i	-1.9%[1.84 µM]	-16.6%
- O=C(Nc1ccccc1)c1ccccc1Br
  2.6	i	-9.3%	/	/	3.4%	i	/	10.6%
- CCCn1c(SCC(=O)NCC2CCCO2)nc2c1c(=O)n(C)c(=O)n2C (configuration not stated)
  -0.9	i	-25.3%	-9.9%	-0.1%	-0.9%	i	-9.4%	-19.7%
- O=C(COC(=O)c1ccc[n+]([O-])c1)Nc1ccccc1OC(F)F
  -0.6	i	13.4%	-1.0%	-0.7%	-0.9%	i	2.8%	0.0%
- O=C(Nc1ccc(F)cc1)c1ccc(CSc2ccc(Cl)cc2)o1
  -4.4	i	-24.6%	-20.4%	0.2%	2.5%	i	1.7%	?
- CC(C)C[C@@H]1O[C@H](C(C)C)Cc2[nH][nH]c(=O)c21
  1.4	i	/	/	/	0.7%	i	/	/
- CC1(C(=O)NS(=O)(=O)c2cccs2)CCN1C(=O)Cc1ccc(Cl)cc1Cl (configuration not stated)
  -2.8	i	-14.4%	/	/	-0.5%	i	/	-12.1%
- COc1ccc(Nc2ncnc3c2cnn3-c2cccc(C)c2)cc1OC
  1.1	i	4.5%	9.4%	1.3%	-0.5%	i	5.4%	7.0%
- C=CCc1ccccc1OCC(=O)OCCNC(=O)c1cccnc1
  -0.9	i	-8.2%	-3.0%	-2.5%	-0.1%	i	10.8%	-26.5%
- Cc1cccc(C)c1Nc1nnc(SCC(=O)c2ccc(Br)s2)s1
  0.3	i	-14.8%	-7.9%	?	0.0%	?	1.7%	?
- CCN(CC)c1ccc(NC(=O)c2ccco2)cc1
  -0.6	i	6.7%	?	-6.9%	-1.2%	i	0.9%	7.0%
- COc1ccc(-c2cc3nc(N)cc(=O)n3[nH]2)cc1
  /	/	-1.7%	6.0%	/	5.2%	i	1.2%	0.0%
- Cc1ccc(C)c(NC(=O)Cn2cc(C(=O)C3CCCCC3)c3ccccc32)c1
  /	/	-19.0%	-16.1%	/	-0.9%	i	-8.9%	-23.5%
- CCC1(C)Cc2c(sc3nc(NN)n(C)c(=O)c23)CO1 (configuration not stated)
  0.5	i	-62.9%	-10.9%	-5.4%	-0.3%	i	-28.7%	?
- O=C(Nc1nc(-c2ccccn2)cs1)c1ccc(F)c(S(=O)(=O)N2CCOCC2)c1
  2.0	i	1.0%	8.2µM*	-7.8%	2.8%	?	?	?
- Cc1ccc(/C=N/Nc2ccc3ccccc3n2)o1
  -1.0	i	-51.6%	?	-3.9%	-1.6%	/	-4.2%	-30.8%
- Cc1ccc(-c2nc3sc(CCNC(=O)c4ccco4)c(C)n3n2)cc1
  /	/	-26.3%	/	/	0.7%	?	-9.9%	?
- Cn1c(Cc2ccccc2)nnc1SCC(=O)NC1CCCCC1
  -1.3	i	2.0%	1.1%	-0.9%	-0.5%	i	-0.2%	2.5%
- Cn1c(=O)c2c(ncn2CC(=O)OCC(=O)Nc2ccccc2Cl)n(C)c1=O
  0.9	i	3.5%	13.6%	0.3%	-0.7%	i	-4.1%	?
- CCOC(=O)c1csc(NC(C)=O)n1
  -0.4	i	-19.3%	21.0%	3.3%	2.2%	i	-4.2%	-0.3%
- COC(=O)[C@]12CCCCC=C1N(Cc1ccco1)C(=O)[C@H](CC(=O)NCc1ccc(OC)c(OC)c1)C2
  1.1	i	/	/	/	4.3%	i	/	/
- FC(F)(F)c1cc(CCN2CCNC[C@@H]2Cc2ccccc2)cc(C(F)(F)F)c1
  -0.2	i	-87.7%	22.5%	/	-4.2%	/	0.2%	?
- CCC(CO)NCc1ccc(OCC(O)c2ccccc2)c(OC)c1 (configuration not stated)
  0.4	i	-31.7%	-3.5%	-0.9%	0.7%	?	-3.6%	-3.2%
- CCc1nnc(SCC(=O)NC2CC2)n1CC
  -1.1	i	3.9%	0.1%	-0.7%	-0.7%	i	7.4%	1.7%
- Cc1ccc(-c2noc(CN(C)C(=O)c3ccoc3C)n2)cc1
  -0.7	i	-3.3%	25.7%	1.0%	-0.2%	i	-1.5%	1.0%
- CCCCC(=O)NC(c1ccccc1)c1ccc2cccnc2c1O (configuration not stated)
  -0.9	i	-30.1%	?	-1.1%	-0.9%	i	-1.5%	?
- O=CN1CCN(C(=S)NC(=O)c2ccc(Cl)cc2)CC1
  0.2	i	-2.2%	3.6%	-0.6%	-0.6%	i	0.5%	-10.4%
- COc1cc(Br)cc2cc(C(=O)NCC3CCCO3)c(=O)oc12 (configuration not stated)
  -3.2	i	0.2%	-3.4%	-0.2%	0.5%	i	0.9%	-4.0%
- COC(=O)CCCNC(=O)OCc1ccc([N+](=O)[O-])cc1
  -8.4	i	13.1%	5.2%	-2.9%	-0.5%	i	-1.9%	-1.2%
- CCOc1ccc(S(=O)(=O)N(CC)CC)cc1NC(=O)c1ccc(N2CCCC2=O)cc1
  -2.2	i	7.5%	11.7%	1.5%	0.4%	i	-4.2%	0.0%
- COC(=O)c1ccc(C2C(C(=O)c3cc4ccccc4o3)=C(O)C(=O)N2CCCN(C)C)cc1 (configuration not stated)
  -0.4	i	-2.2%	/	-13.1%	0.2%	i	-11.1%	-5.2%
- CCC1CCC(NC(=O)Nc2cccc(OC)c2)CC1 (configuration not stated)
  -2.2	i	-11.8%	?	-1.5%	0.3%	i	-1.6%	2.8%
- Cc1ccc(C(=O)C(OC(=O)CNC(=O)c2ccc(Cl)cc2)c2ccccc2)cc1 (configuration not stated)
  -3.5	/	-5.2%	3.5%	0.9%	-0.1%	/	-5.4%	-6.9%
- O=C(O)Cc1ccc(C(=O)c2ccccc2F)s1
  -0.4	i	-8.1%	-6.4%	0.3%	-0.1%	i	2.1%	10.3%
- COc1ccc(/C=N/Nc2cc(C)nc(N3CCOCC3)n2)c(OC)c1
  -0.5	i	-8.0%	5.8%	2.1%	-0.2%	i	0.8%	-9.9%
- Cc1cccc(C)c1NC(=O)Cn1c(=O)n(CCCC(=O)NCc2ccco2)c(=O)c2sccc21
  -3.2	i	0.0%	/	-23.0%	-0.2%	i	6.8%	-2.3%
- Cc1nn(Cc2cccc(C(=O)NCC(C)C)c2)c(C)c1Br
  -14.1	i	-4.4%	?	-0.4%	0.2%	i	-8.0%	1.9%
